From PubChem BioAssay
CHRM4 antagonist: antagonists of human muscarinic M4 receptor (CHRM4) | CHO-hM4 cells, ACh EC80, Fluo-8 calcium fluorescence | P08173 | AID 624125 | 360,000 tested, 0.73% active | inhibition, % at 3 µM;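 active = inhibition above its plate's cutoff, the mean inhibition of sample wells plus 3 SD, cut at about 27% in these data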;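 note: 0% = acetylcholine EC80 with DMSO and 100% = DMSO without agonist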
Target sequence (P08173 whole entry, looked up): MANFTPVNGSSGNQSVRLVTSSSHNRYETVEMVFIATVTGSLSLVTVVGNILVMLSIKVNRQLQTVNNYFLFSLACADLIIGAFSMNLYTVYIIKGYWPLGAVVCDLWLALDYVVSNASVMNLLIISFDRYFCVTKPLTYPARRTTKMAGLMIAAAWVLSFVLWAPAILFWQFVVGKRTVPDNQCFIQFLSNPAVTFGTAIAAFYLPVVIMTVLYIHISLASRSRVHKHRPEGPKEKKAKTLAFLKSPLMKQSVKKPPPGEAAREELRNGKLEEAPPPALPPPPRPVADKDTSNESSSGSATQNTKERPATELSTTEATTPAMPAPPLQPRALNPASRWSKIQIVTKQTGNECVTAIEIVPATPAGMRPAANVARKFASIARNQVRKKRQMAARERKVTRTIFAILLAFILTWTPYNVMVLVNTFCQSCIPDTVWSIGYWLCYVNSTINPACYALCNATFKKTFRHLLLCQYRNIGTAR
CRFR2-BP antag: CRF-BP/CRF-R2 complex antagonism. HEK293 CRF-R2/CRF-BP, CRF-induced calcium fluorescence. inhibition, % at 11.8 µM. 350,000 tested, 0.59% active. AID 588475;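 active = inhibition of the ligand-induced calcium signal above about 50% at the single tested concentration, limit read from the data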
CHRM5 agonist: CHRM5 agonism in calcium assay; P08912; CHO-K1 hM5 cells, Fluo-8 calcium fluorescence; 0% DMSO wells, 100% maximal acetylcholine response; activation, % at 3 µM; 360,000 tested, 0.19% active; AID 624037;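 active = activation above the run's mean over test compounds plus 3 SD, cut at about 23% in these data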;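 note: signal is peak over basal fluorescence ratio across the kinetic read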
Target sequence (P08912 whole entry, looked up): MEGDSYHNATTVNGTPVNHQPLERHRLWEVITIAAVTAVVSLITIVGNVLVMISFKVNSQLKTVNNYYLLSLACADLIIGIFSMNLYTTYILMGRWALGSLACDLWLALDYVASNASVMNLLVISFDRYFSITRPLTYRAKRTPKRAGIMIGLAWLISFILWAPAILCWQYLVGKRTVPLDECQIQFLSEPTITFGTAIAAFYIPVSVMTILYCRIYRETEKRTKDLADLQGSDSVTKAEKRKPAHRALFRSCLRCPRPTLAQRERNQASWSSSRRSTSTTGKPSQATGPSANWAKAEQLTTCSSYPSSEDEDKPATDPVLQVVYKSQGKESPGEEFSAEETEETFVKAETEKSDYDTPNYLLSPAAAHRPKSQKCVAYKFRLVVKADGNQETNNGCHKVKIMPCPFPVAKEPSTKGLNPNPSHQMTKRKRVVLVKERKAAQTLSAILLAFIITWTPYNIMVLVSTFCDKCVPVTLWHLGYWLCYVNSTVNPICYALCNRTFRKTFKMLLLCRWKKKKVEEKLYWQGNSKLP
CRFBP-R2 agonist: agonists of human CRF-binding protein/CRF-R2 receptor complex; HEK293 CRF-R2/CRF-BP, calcium dye fluorescence (FLIPR); percent of saturating CRF peptide response; activation, % at 13.2 µM; 350,000 tested, 0.46% active;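 active = activation of at least 50%, plus an integration ratio under a set limit after plate pattern correction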;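 note: plate controls were neutral control wells without compound for no effect and CRF at EC100 for full effect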
M4 ag: CHRM4 agonism in calcium assay; CHO-K1 hM4/Gqi5, Fluo-8 calcium fluorescence; vehicle 0%, full acetylcholine response 100%; 360,000 tested, 0.14% active; P08173; activation, % at 3 µM;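 active = activation above the run mean over all test wells plus 3 SD, cut at about 32% in these data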;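 note: peak over basal fluorescence ratio per well then scaled between controls; 0% = DMSO wells and 100% = acetylcholine at EC100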
CHRM1 PAM: potentiates human M1 receptor response to acetylcholine. P11229. CHO-K1 hM1, Fluo-8 calcium fluorescence, ACh EC20; 0% = ACh EC20, 100% = maximal ACh. activation, % at 3 µM. 360,000 tested, 0.088% active. AID 588819; in the data active = activation above about 19%, passing the limit was not always enough
M5 PAM: CHRM5 positive allosteric modulation; P08912; CHO-K1 hM5, Fluo-8 calcium, ACh EC20 PAM; 0% = ACh EC20, 100% = ACh EC100; activation, % at 3 µM; 360,000 tested, 0.3% active;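 active = activation above the run cutoff, the mean activation of all test compounds plus 3 SD, cut at about 18% in these data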
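System – CHO-K1 hM5 cells · Compound – 3 µM, single dose · Incubation – compound preincubation 140 s before EC20 acetylcholine addition · Technique – Fluo-8 calcium fluorescence · Measure – Max/basal fluorescence ratio as % of EC20–EC100 ACh window · Benchmarks – low control EC20 acetylcholine (0%), high control EC100 acetylcholine (100%) · Replication – singlicate, one well per test compound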
CHRM4 PAM: potentiates acetylcholine response at human M4 receptor | CHO-K1 hM4/Gqi5, Fluo-8 calcium fluorescence, ACh EC20; 0% = ACh EC20, 100% = maximal ACh | 360,000 tested, 0.4% active | AID 624126 | P08173 | activation, % at 3 µM;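 active = activation above its plate's cutoff, the mean activation of sample wells plus 3 SD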; note: some results filed as inactive read as strong as hits
CHRM5 antagonist: antagonists of human muscarinic M5 receptor (CHRM5). P08912. CHO-hM5 cells, Fluo-8 calcium fluorescence, ACh EC80. inhibition, % at 3 µM. 360,000 tested, 0.59% active;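 active = inhibition above a per-plate cutoff, the mean of that plate's test compounds plus 3 SD, cut at about 27% in these data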;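 note: 0% = acetylcholine EC80 with DMSO and 100% = DMSO without agonist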
* = called active by the depositor; . = no result given.

SMILES	CHRM4 antagonist	CRFR2-BP antag	CHRM5 agonist	CRFBP-R2 agonist	M4 ag	CHRM1 PAM	M5 PAM	CHRM4 PAM	CHRM5 antagonist
Cc1oc2c(c(C)cc3oc(=O)c(CC(=O)NCC(=O)NCC(=O)NCC(C)O)c(C)c32)c1C (configuration not stated)	2	-7	0	-0.5	1	10	0	-5	-1
CC1CCCN(C(=O)COC(=O)Cn2cnc3ccccc32)C1 (configuration not stated)	-4	-8	-6	-0.4	0	4	-15	3	4
COC(=O)[C@@H](Cc1c[nH]c2ccccc12)NC(=O)CCC(=O)c1ccc(Br)cc1	-1	-5	-1	-3.7	2	4	-8	0	6
CC(C)[C@H](NC(=O)N1CCn2c1nc1ccccc12)C(=O)N1CCCCC1	1	10	-5	-1.9	1	10	-5	-2	11
O=C(Nc1cccc(Cl)c1N1CCOCC1)c1ccc(Br)o1	7	-13	-5	1.5	0	-1	-11	-5	24
Cc1ccccc1-c1cc2nc(Oc3cccc(F)c3)n(C)c(=O)c2s1	0	.	-1	.	0	0	-4	0	9
COc1ccc(-c2csc3nc(C(C)(C)C)oc(=O)c23)cc1OC	6	13	-1	0.2	0	8	4	0	-8
Cc1onc(-c2ccccc2)c1C(=O)NCCc1ccc(Cl)cc1	-16	-12	-4	4.4	0	3	5	6	-3
COc1cccc(CNC(=S)Nc2ccc3c(c2)c(=O)n(C)n3Cc2ccc(F)cc2)c1	-11	.	-1	.	8	-1	4	1	14
COc1ccc(NC(=O)c2cccc3c(Br)cccc23)cc1	-17	1	-3	2.8	1	-1	4	0	-2
CC(NC(=O)CCc1nnc(-c2ccccc2)o1)c1ccccc1 (configuration not stated)	-6	-6	-2	0.9	1	11	7	8	-7
O=C(CSc1nnc2ccc(-c3cccnc3)nn12)Nc1ccc(F)cc1F	3	1	0	-2.6	1	7	12	-4	-5
Cc1nn(C(C)C(=O)NCCN2CCCCCC2)c(=O)c2nn(-c3ccccc3)c(C)c12 (configuration not stated)	5	13	-7	-0.3	2	-21	-1	-12	0
CCN(C(=O)CN1C(=S)NC(C)(C)CC1C)c1ccc(C)c(C)c1 (configuration not stated)	4	-13	-2	-1.1	0	12	8	11	-3
O=C(NCCc1ccc(Cl)cc1)c1ncn[nH]1	14	1	-6	0.5	0	0	7	-4	-4

As entered above.
`Cc1onc(-c2ccccc2)c1C(=O)NCCc1ccc(Cl)cc1` in M4 ag is listed with 0
`Cc1ccccc1-c1cc2nc(Oc3cccc(F)c3)n(C)c(=O)c2s1` in CHRM4 PAM is listed with 0
`Cc1oc2c(c(C)cc3oc(=O)c(CC(=O)NCC(=O)NCC(=O)NCC(C)O)c(C)c32)c1C` (configuration not stated) in CHRM1 PAM is listed with 10
`COc1ccc(NC(=O)c2cccc3c(Br)cccc23)cc1` in M4 ag is listed with 1

Later entries.
SMILES	CHRM4 antagonist	CRFR2-BP antag	CHRM5 agonist	CRFBP-R2 agonist	M4 ag	CHRM1 PAM	M5 PAM	CHRM4 PAM	CHRM5 antagonist
NC(=O)C1CCN(C2CC(=O)NC2=O)CC1 (configuration not stated)	-5	-14	1	1.7	11	-4	-15	-6	14
CCCCC1(Cc2ccc(OC)c([N+](=O)[O-])c2)C(=O)N(c2ccccc2)N(c2ccccc2)C1=O	-8	-18	-4	3.4	0	6	-6	1	-7
CCCCCC(=O)NC(NC(=S)Nc1ccc(S(N)(=O)=O)cc1)C(Cl)(Cl)Cl (configuration not stated)	-4	8	0	-1.7	0	8	-4	1	3
CCc1ccc(NC(=O)C2CCN(S(=O)(=O)c3ccc4[nH]c(=O)ccc4c3)CC2)cc1	-18	-6	-3	2.3	3	-1	-2	-3	-5
c1coc(C2OCC3(CO2)COC(c2ccco2)OC3)c1 (configuration not stated)	-11	25	3	-2.7	1	1	-1	6	-6
COc1ccc(CN=CC2=C(O)CC(C)(C)CC2=O)cc1	-7	11	-7	0.2	1	-7	-8	4	7
COc1ccc(C(=O)NNC(=O)C(=O)NCc2ccccc2)cc1	-19	2	-3	-2.2	-1	0	11	9	-1
N#Cc1ccccc1Oc1ccccc1C=O	8	-7	5	-1.1	0	8	10	4	5
CCOC(=O)c1[nH]n(-c2ccc(Cl)cc2)c(=O)c1C	-6	12	-3	0.2	1	-2	-7	5	5
O=C(c1ccc2ccccc2c1)N1CCOCC1	-1	6	0	-1.6	1	14	-2	21	10
COc1cc(/C=C2\SC(=S)N(CCC(=O)N3CCCCC3)C2=O)cc(OC)c1OC	-13	8	0	6.8	9	15	0	-3	5
Cc1ccc(NC(=O)COC(=O)/C=C/c2c(C)nn(-c3ccc(F)cc3)c2Cl)cc1F	-9	-69	-2	41	0	2	5	-1	-12
CCC1([N+](=O)[O-])COC(c2ccc(OC)cc2)OC1 (configuration not stated)	-20	-13	1	4.8	2	22	3	3	-1
CCc1nc2ccccc2n(CCOCCOCCn2c(=O)c(CC)nc3ccccc32)c1=O	-6	-10	-4	4.0	0	0	7	4	-9
CN(C)c1oc(-c2ccco2)nc1S(=O)(=O)c1ccc(Br)cc1	-13	-11	3	-0.4	1	9	4	14	-2
O=C(c1cc2ccccc2oc1=O)N1CCN(c2ccc(N3CCOCC3)nn2)CC1	5	7	1	-0.9	0	-2	-8	3	-2
Cc1ccccc1-n1nc2c(c1NC(=O)c1ccc3c(c1)OCO3)CS(=O)(=O)C2	-9	2	4	-1.5	1	4	11	0	-13
CCOc1ccc(N/C=C/C(=O)c2ccc(OC)cc2)c([N+](=O)[O-])c1	3	-14	1	-0.6	0	4	3	0	-8
O=C(NCc1ccccc1F)C(=O)NCC1CCCN1S(=O)(=O)c1cccs1 (configuration not stated)	-4	12	2	-0.3	2	6	-1	-1	10
C=CCc1ccccc1OCC(O)CN1CCN(c2ccc(C)cc2)CC1 (configuration not stated)	-9	-16	1	-3.3	3	-7	6	16	-3
O=C(Cc1ccc(O)cc1)N/N=C/c1cccs1	-5	5	-3	0.3	0	4	-6	-7	8
COc1cccc(CNc2ccc([N+](=O)[O-])c(NCC(=O)O)n2)c1	1	3	-3	-2.7	0	-2	-1	-6	0
COC(=O)c1sc(-c2ccc(Cl)cc2)cc1NC(=O)c1ccccc1C(=O)O	-2	-8	-2	2.2	-1	14	-5	-13	8
CC(=O)c1c(-c2ccc(Cl)cc2)c2ccccc2[nH]c1=O	2	15	2	-1.8	0	3	11	-7	-18
CN(CC(=O)NCCc1ccccc1)CC(=O)Nc1cccc(F)c1	4	3	1	-0.4	0	10	-1	1	14
CCCCC(=O)Nc1ccc2c(c1)nc(CCN1CCOCC1)n2C	-22	11	-4	2.5	1	6	-6	5	-5
CN(C(=O)c1ccccn1)c1nnc(-c2ccccn2)s1	-1	-10	-3	5.2	1	7	8	9	-6
O=C(/C=C/c1ccc(Cl)cc1)Nn1c(-c2cccs2)nc2ccccc2c1=O	-6	-17	-4	1.4	1	9	0	6	-7
COc1cc(C(=O)NCC(=O)N/N=C\C(C)=C/c2ccccc2)cc(OC)c1OC	2	-1	-2	-1.9	3	0	-3	8	14
CC(C)CCN(C)C1CCN(C(=O)Nc2c(F)cccc2F)CC1	-10	18	-3	-2.1	0	-4	0	1	-3
O=C(O)c1ccc(N2C(=O)Nc3ccccc3N2O)cc1	10	-40	3	-1.1	0	8	0	-2	7
C/C(=N\NC(=O)C(O)c1ccccc1)c1cccnc1 (configuration not stated)	1	4	-3	0.0	0	6	2	-4	4
C[C@@H](C(=O)Nc1nc(-c2ccccn2)cs1)N1C(=O)C2CCCCC2C1=O (some centres not stated)	10	-24	-2	3.3	3	5	-2	-1	11
COc1cccc2nc3cc(C)c(C)cc3nc12	1	13	-4	3.2	0	6	-2	2	9
O=C(CCc1nnc(CCCc2ccccc2)o1)NCCCC1CCCC1	-6	2	-2	-0.3	1	-1	1	-1	-7
Cc1cc(C)n(-c2ccc(C(=O)Nc3cccnc3)cc2)n1	-6	3	2	1.3	1	9	2	6	3
CCOC(=O)c1c(NC(=O)COC)sc2c1CCCC2	8	-2	-3	-2.3	-2	2	8	10	-5
O=C(NC1CC(=O)N(c2cccc(F)c2)C1)C(=O)c1c[nH]c2ccccc12 (configuration not stated)	-24	2	0	0.0	10	5	8	2	-13
CC(=O)Nc1ccc(OCC(=O)Nc2ccc(Cl)c(S(=O)(=O)N3CCOCC3)c2)cc1	18	.	6	.	15	-26	-16	-14	26
Cc1ccc(S(=O)(=O)CCc2nnc(N)s2)cc1	1	1	0	-1.2	1	1	-5	3	4
CC1CCC(NC(=O)c2ccc(CS(=O)(=O)Cc3ccccc3F)o2)CC1 (configuration not stated)	2	14	3	-3.0	1	0	5	16	2
COc1cc(/C=N/NC(=O)CN(Cc2ccccc2)S(=O)(=O)c2ccc3c(c2)OCCO3)ccc1O	5	9	-3	-1.3	5	-2	-13	-13	14
Cc1ccc(-n2nc(C(=O)N3CCOCC3)cc2-c2ccc(Cl)cc2)cc1	-2	3	-9	-0.3	-1	0	-2	5	-5
Cc1cc(NS(=O)(=O)c2ccc(Nc3nc(-c4ccc(O)cc4)cs3)cc2)no1	2	-10	-5	0.1	1	3	3	8	2
N#Cc1ccccc1NC(=O)c1ccc(-c2ccccc2Cl)o1	-3	24	-7	0.9	-2	8	-6	22	-5
CN1CCN(C(=O)Cn2ncc3c([nH]c4ccccc43)c2=O)CC1	3	-2	-4	1.3	2	14	-5	-10	12
O=C(O)c1csc(-c2ccc(Cl)cc2)n1	1	-5	1	0.6	0	14	-1	6	11
O=C(c1ccco1)N1CCN(Cc2cc(=O)c(OCc3ccc(F)cc3)co2)CC1	7	3	5	0.3	1	-6	-8	-2	4
CCOC(=O)C1CCN(Cc2coc3ccc(Cl)cc3c2=O)CC1	1	15	6	0.5	0	0	7	3	-10
O=C(NC1CCCCC1)C(C1CC1)n1c(=O)c(-c2ccco2)nc2ccccc21 (configuration not stated)	-2	.	3	.	2	.	-2	9	5
CCC1(CC)C(=O)N=C2c3ccccc3C(=O)N21	-10	10	-1	3.9	1	8	0	2	0
C=CCn1c(SCn2nnc3ccccc3c2=O)nnc1-c1ccc(Cl)cc1	8	-3	1	-1.9	0	1	-1	-3	3
O=C(COc1ccc(F)cc1Br)NCC1(N2CCOCC2)CCCCC1	-9	-4	-6	1.9	5	13	-6	0	-10
CC1CC(N(C(=O)c2ccccc2Cl)c2ccccc2)c2ccccc2N1 (configuration not stated)	-17	-5	0	0.3	0	0	-3	-5	-5
O=C(c1ccc(CNc2c(N3CCOCC3)c(=O)c2=O)cc1)N1CC=C(c2ccccc2)CC1	-7	1	-3	-0.2	0	9	0	7	-3
O=C(N/N=C/c1cccc([N+](=O)[O-])c1)c1cc(-c2ccc3c(c2)OCO3)n[nH]1	1	7	1	-0.8	1	10	-1	-2	2
CCN(Cc1ccncc1)C(=O)c1cc(COc2ccc(F)cc2Cl)on1	-5	0	1	-8.0	8	-4	0	-2	-14
O=C(C[C@H]1C/C=C\C[C@H](NC(=O)OCC2c3ccccc3-c3ccccc32)C(=O)O[C@H](c2ccccc2)CNC1=O)N[C@H](CO)Cc1ccccc1	-1	7	4	0.7	-1	9	4	11	3

Some of these compounds in order of the CRFR2-BP antag value, rising:
SMILES	CHRM4 antagonist	CRFR2-BP antag	CHRM5 agonist	CRFBP-R2 agonist	M4 ag	CHRM1 PAM	M5 PAM	CHRM4 PAM	CHRM5 antagonist
CCN(Cc1ccncc1)C(=O)c1cc(COc2ccc(F)cc2Cl)on1	-5	0	1	-8.0	8	-4	0	-2	-14
O=C(c1ccc(CNc2c(N3CCOCC3)c(=O)c2=O)cc1)N1CC=C(c2ccccc2)CC1	-7	1	-3	-0.2	0	9	0	7	-3
O=C(c1ccco1)N1CCN(Cc2cc(=O)c(OCc3ccc(F)cc3)co2)CC1	7	3	5	0.3	1	-6	-8	-2	4
